High-throughput results deposited in PubChem by National Center for Advancing Translational Sciences (NCATS).
aSyn tox rescue: alpha-synuclein toxicity suppression in yeast | S. cerevisiae alpha-synuclein toxicity rescue, BacTiter-Glo growth, 24 h | 0.02% of 94,000 active | Potency, µM (titrated, usually from 46.1 µM), without a hit: at the top dose growth rescue (activation), most hits filed as activators; active = well fitted activation curve with a large enough effect; inconclusive = small, poorly fitted or top-dose-only effect; note: 0% is about no effect
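Growth restoration measured by BacTiter-Glo luminescence after 24 hr at 30 deg C; alpha-synuclein yeast, raffinose-pregrown to mid-log, were added at OD600=0.02 in galactose medium onto pinned compounds.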
* hit, by the source's call; ? = inconclusive; & = joins results of further samples; [ ] = dose if it differs, or a comment. Potency is the fitted concentration of half-maximal effect. A portion of the library, so the mix of outcomes need not match the whole.

SMILES | aSyn tox rescue
CN(C(=O)COC(=O)c1cc(=O)[nH]c2ccccc12)c1c(N)n(Cc2ccccc2)c(=O)[nH]c1=O | 2%
c1ccc2c(c1)C1=NCCN1c1ccccc1-2 | 12%
O=C(CCc1ccccc1)N1CCc2c([nH]c3ccccc23)C1c1ccc(Cl)cc1 (stereo not given) | ?
O=C(COC(=O)CCC(=O)c1ccc(F)cc1)Nc1cccc(S(=O)(=O)N2CCCC2)c1 | 6%
FCc1nc2nc(Cl)c(Cl)nc2[nH]1 | 0%
O=C(NCCCN1CCOCC1)c1ccccc1NS(=O)(=O)c1ccc(F)cc1 | 2%
Cc1cc(N2CCN(C(=O)c3ccoc3)CC2)n2nc(-c3ccccc3)cc2n1 | -5%
O=C(C1CCCCC1)N1C[C@@H](n2cc(-c3ccc(F)cc3)nn2)[C@H](O)C[C@@H]1c1ccc(Cl)cc1 | 1%
COc1cccc(N2CCN(c3ccc4nnc(CCC(=O)O)n4n3)CC2)c1 | 1%
Cc1ccc(-c2nnc3ccccc3c2C(=O)Nc2cccc(Cl)c2)cc1 | -5%
CCN(CC)CCN(C(=O)c1ccc(C(=O)OC)cc1)c1nc2ccc(Cl)cc2s1 | -7%
CSCCC1NC(=O)N(CC(=O)Nc2ccc(Br)cc2Br)C1=O (stereo not given) | 3%
O=C1C(c2ccc(C(F)(F)F)cc2)=C(Nc2ccc(Cl)cc2)c2ccccc21 | 0%
COc1ccc(CCC(=O)NCc2ccc3c(c2)CCN3C(=O)c2ccc(F)cc2)cc1 | -1%
Cc1cc(OC(C)C(=O)N(Cc2ccco2)Cc2ccco2)cc(C)c1Cl (stereo not given) | 3%
CCCCNC(=O)Nc1ccc2c(c1)N(C)C(=O)c1ccccc1S2 | 1%
O=C(Cn1c(=O)oc2cc(S(=O)(=O)NCc3ccccc3)ccc21)N1CCCC1 | 0%
O=C(NCCc1csc(-c2ccc(F)cc2)n1)C(=O)Nc1ccc(Cl)cc1 | -4%
CCOCCCNC(=O)Cn1nc(CC)n2c(cc3c(OC)cccc32)c1=O | -4%
CCS(=O)(=O)c1ncc(Cl)c(C(=O)Nc2ccccc2)n1 | 4%
Cc1ccc(S(=O)(=O)N2CCOCC2)cc1NC(=O)CNCc1cccnc1 | 1%
Cc1ccc(OC(=O)c2snnc2C)cc1C | -12%
COc1ccc(-c2nnn3c2nc(N2CCCC(C)C2)c2ccccc23)cc1 (stereo not given) | 6%
Cc1ccc2c(c1)-c1onc(C(=O)N3CCN(c4ccc(Cl)cc4)CC3)c1CO2 | 6%
Nc1ccc2c(c1)nnn2-c1ccccc1 | -4%
Following part:
SMILES | aSyn tox rescue
Cc1ccc(S(=O)(=O)N2CC3(O)CN(C(=O)OC(C)C)N(C(=O)OC(C)C)CC3(OC(=O)NCC3CCCCC3)C2)cc1 (stereo not given) | 7%
CC(C)c1ccc(C2NC(=O)c3c(sc4c3CCN(C)C4)N2)cc1 (stereo not given) | -5%
Cc1cc(NC(=O)CSc2nc(-c3ccccc3F)nc3c2c(=O)n(C)c(=O)n3C)no1 | -8%
COc1ccc(-c2c(C#N)c(C)nc3c2C(=O)c2ccccc2-3)cc1 | 8%
CCOC(=O)Cn1c2ccccc2n2nc(CCC(=O)O)c(=O)nc12 | 3%
Cc1ccc(-c2nnc(Nc3ccc(Cl)c(Cl)c3)c3ccccc23)cc1S(=O)(=O)NCCO | -11%
Nc1ccc2nc(Cc3ccccc3)[nH]c2c1 | 1%
N/N=C(/Cc1nc2ccccc2[nH]1)c1ccc([N+](=O)[O-])cc1 | -8%
CC(=O)N1N=C(N)SC1c1ccc(Cl)c(Cl)c1 (stereo not given) | 0%
CCOC(=O)c1cc(OC(=O)c2ccc(OC)cc2)n(-c2ccccc2)n1 | 4%
Cc1ccc(CNC(=O)CCC(=O)N2Cc3ccccc3Oc3ncccc32)cc1 | -10%
O=C(C1CCN(c2ncnc3c2nc2n3CCCCC2)CC1)N1CCN(c2ccc(F)cc2)CC1 | ?
Cc1cccc(C(=O)Nc2cccc(OCc3cc(=O)n4cccc(C)c4n3)c2)c1 | -4%
Cc1cccc(CCN(CC(=O)NC2CCCCC2)C(=O)c2csnn2)c1 | 8%
Cc1ccc(CCNC(=O)c2cc3cc(S(=O)(=O)N4CCCCC4)ccc3n2C)cc1 | -11%
CCN1/C(=C/c2ccc3ccccc3[n+]2CCCS(=O)(=O)[O-])C=Cc2cc(C)ccc21 | -15%
COc1ccc(CCNC(=O)CCCn2nc(C)n3ccnc3c2=O)cc1OC | -5%
CC(=O)N(/N=C/c1ccc(C)cc1)c1nc(CCl)cs1 | -11%
COc1ccc(S(=O)(=O)N2CCN(C(=O)c3cc(C)oc3C)CC2)cc1 | -9%
COc1cc2c(cc1OC)C(C)=NCC2 | 6%
Cc1ccc(-n2ncc(C(=O)NCCc3c[nH]c4ccccc34)c2C2CCN(C(=O)OC(C)(C)C)CC2)cc1C | 2%
Cc1ccc(NC(=O)N2CCC(c3ccccc3)C2)cc1C (stereo not given) | -9%&1%
COc1cccc(NC(=O)Cn2c(=O)n(CCC(=O)NCCc3ccc(Cl)cc3)c(=O)c3ccccc32)c1 | 0%
CCC1CCCCN1CCCNC(=O)c1ccc2c(c1)N(Cc1ccc(Cl)cc1)C(=O)c1ccccc1S2(=O)=O (stereo not given) | 1%
CC(C)NC(=O)C1CCN(C(=O)N2CC(C)Oc3ccccc32)CC1 (stereo not given) | 1%

Reprinted from the part before: five compounds, then new ones.
SMILES | aSyn tox rescue
Cc1ccc(-n2ncc(C(=O)NCCc3c[nH]c4ccccc34)c2C2CCN(C(=O)OC(C)(C)C)CC2)cc1C | 2%
Cc1ccc(NC(=O)N2CCC(c3ccccc3)C2)cc1C (stereo not given) | -9%&1%
COc1cccc(NC(=O)Cn2c(=O)n(CCC(=O)NCCc3ccc(Cl)cc3)c(=O)c3ccccc32)c1 | 0%
CCC1CCCCN1CCCNC(=O)c1ccc2c(c1)N(Cc1ccc(Cl)cc1)C(=O)c1ccccc1S2(=O)=O (stereo not given) | 1%
CC(C)NC(=O)C1CCN(C(=O)N2CC(C)Oc3ccccc32)CC1 (stereo not given) | 1%
Cc1ccc(Cl)cc1N1CCN(c2ncnc3c2nc2n3CCCCC2)CC1 | 1%
CCOc1ccc(Nc2oc(-c3ccc(COc4ccccc4C)o3)nc2C#N)cc1 | 6%
Cc1ccccc1CCNC(=O)c1ccc(NC(=O)N2CC(C)Sc3ccccc32)cc1 (stereo not given) | 7%
O=C(Cn1nnc(-c2ccccc2)n1)Nc1cccc(S(=O)(=O)N2CCOCC2)c1 | 7%
CCCC(C(=O)Nc1ccc(S(=O)(=O)Nc2nccs2)cc1)c1ccccc1 (stereo not given) | 2%
CCOc1ccccc1NC(=O)COc1ccc2ccc(=O)oc2c1 | -6%
O=C(CCc1nnc2n(Cc3ccccc3Cl)c(=O)c3ccccc3n12)Nc1ccccc1 | -2%
COc1ccc2c(-c3ccccc3)cc(SC(C)C(N)=O)nc2c1 (stereo not given) | 8%
Cc1cc(C)nc(N/N=C/c2c(CO)cnc(C)c2O)n1 | -6%
Cc1ccc2nc(SCc3nc(-c4ccc(Cl)cc4)no3)[nH]c2c1 | 6%
O=C(c1noc2c1CCCC2)N1CCc2ccccc2C1 | 11%
Cc1c(CCNC(=O)c2c(F)cccc2F)sc2nc(-c3ccc(F)cc3)nn12 | -3%
COc1ccc(-n2nc(C(=O)NCc3ccc(F)cc3)c3c4ccccc4n(C)c3c2=O)cc1 | 3%
O=C(Cc1ccccc1)NCC(=O)Nc1ccccc1Br | 6%
O=C(Cn1cc([N+](=O)[O-])cn1)Nc1nccs1 | -10%
COc1ccc(-c2noc(N3CCC(C(=O)NCCCN4CCCCC4)CC3)n2)cc1 | 4%
O=C(COCc1cc(-c2ccc(F)cc2)on1)Nc1cccc(C(F)(F)F)c1 | 5%
CCCOc1ccc(NC(=O)CC2C(=O)N(c3cccc(OC)c3)C(=O)N2Cc2cccs2)cc1 (stereo not given) | 23%
NCCCCCC(=O)Nc1ccncc1 | -2%
COc1ccc(Cl)cc1NC(=O)Cn1cc(C(=O)c2ccncc2)c(=O)c2cc(C)ccc21 | -5%
CCc1ccc(C(=O)c2cn(CC(=O)Nc3ccc(Cl)cc3)c3cc4c(cc3c2=O)OCO4)cc1 | -5%
COc1ccccc1N1CCN(C(=O)CCNS(=O)(=O)c2ccc3c(c2)CCN3C(=O)C2CC2)CC1 | -6%
CCN1CCN(S(=O)(=O)c2ccc(Cl)c(C(=O)N(C)C(c3ccccc3)c3ccccc3)c2)CC1 | 13%
Cc1[nH]c2ccccc2c1C1N2CC3(C)CN1CC(C)(C2)C3=O (stereo not given) | -15%
CCSc1ncc(Cl)c(C(=O)Nc2cc(C)ccc2C)n1 | -1%
Following part
SMILES | aSyn tox rescue
COc1cccc(NC(=S)NN=C2CCCCCC2)c1 | 13%
CCn1cc(C(=O)NCCc2ccccc2)c(=O)c2cc(S(=O)(=O)N3CCc4ccccc4C3)ccc21 | -1%
COc1cccc(N2CCN(C(=O)CSc3ccc(F)cc3)CC2)c1 | 6%
COc1ccc(-n2c(=O)c3c(C)c(C)sc3n(CC(=O)NCc3ccc(C)cc3)c2=O)c(OC)c1 | 3%
COc1ccc(-c2oc3ncn4nc(COc5ccccc5C)nc4c3c2-c2ccc(OC)cc2)cc1 | -5%
Cc1ccccc1NC(=O)CSc1nc2ccccc2c2nc(CCn3c(C)nc4ccccc43)nn12 | 5%
Cc1ccc(N(C)S(=O)(=O)c2cccc(C(=O)NC3CC(C)(C)NC(C)(C)C3)c2)cc1 | 4%
Cc1ccc(/C=C/c2onc(C)c2S(=O)(=O)N2CCC(C(=O)N3CCOc4ccccc43)CC2)cc1 | -5%
O=C(CCS(=O)(=O)c1cccs1)Nc1ccc(C(=O)NC2CCCC2)cc1 | 2%
Cc1c(CC(=O)NCc2ccccc2)c(=O)oc2c(C)c(O)ccc12 | 0%
NS(=O)(=O)c1ccc(CCNC(=O)C(=O)NCC2OCCN2S(=O)(=O)c2ccc(Cl)cc2)cc1 (stereo not given) | 8%
Cc1cccnc1NS(=O)(=O)c1ccccc1 | -8%
Oc1c(C(c2ccccc2Cl)N2CCCC2)sc2nc(-c3ccco3)nn12 (stereo not given) | 1%
C=CCc1cccc2cc(C(=O)NC3CCCC3)c(=O)oc12 | -1%
Cc1ccc([C@H]2C[C@@H](n3cc(C4CC4)nn3)[C@H](O)CN2CC2CCCCC2)cc1 | -2%
O=C(COc1ccccc1F)NC1CC(=O)N(c2ccc3c(c2)OCCO3)C1 (stereo not given) | -11%
Cc1cccc(-c2nc(CSCC(=O)N3CCN(c4ccccc4)CC3)c(C)o2)c1 | 17%
O=C(CN1C(=O)CCSc2ccccc21)Nc1ccc(C(F)(F)F)cc1 | 7%
Cc1ccc(Cl)c2sc(N3CCN(C(=O)C4CC4)CC3)nc12 | 11%
CN1CCN(CCCNC(=O)c2cnn(-c3ccccc3)c2C2CCN(C(=O)OC(C)(C)C)CC2)CC1 | -5%
O=c1c2cc(Br)ccc2nc(-c2ccccc2)n1O | 9%
Cc1ccc(OCC(=O)NNC(=O)C2CSC3(C)CCC(=O)N23)cc1C (stereo not given) | 4%
O=C(COC(=O)c1cc[n+]([O-])cc1)Nc1c(Cl)cccc1C(F)(F)F | 3%
CCc1ccc2ncc3c(-c4ccc(C)cc4)nn(CC(=O)NCc4ccccc4)c3c2c1 | -13%
CCc1cccc(CC)c1NC(=O)C(CC)n1nc(C)n2c(cc3cc(C)ccc32)c1=O (stereo not given) | -2%

Reprinted at random: four compounds from above, in no set order.
SMILES | aSyn tox rescue
O=c1c2cc(Br)ccc2nc(-c2ccccc2)n1O | 9%
Cc1ccc(Cl)c2sc(N3CCN(C(=O)C4CC4)CC3)nc12 | 11%
Cc1cccc(-c2nc(CSCC(=O)N3CCN(c4ccccc4)CC3)c(C)o2)c1 | 17%
Cc1cccnc1NS(=O)(=O)c1ccccc1 | -8%

Returning to the listing; the two compounds before the break are reprinted first.
SMILES | aSyn tox rescue
CCc1ccc2ncc3c(-c4ccc(C)cc4)nn(CC(=O)NCc4ccccc4)c3c2c1 | -13%
CCc1cccc(CC)c1NC(=O)C(CC)n1nc(C)n2c(cc3cc(C)ccc32)c1=O (stereo not given) | -2%
CCn1c(COc2cccc(OC)c2)nnc1SCC(=O)NCC1CCCO1 (stereo not given) | 2%
Cn1c(=O)c2c(nc(N/N=C3\CCCc4ccccc43)n2Cc2ccc(F)cc2)n(C)c1=O | 4%
Cc1ccccc1Cn1c(CN2CCC(C(=O)NCCc3ccccc3)CC2)cc2ccccc21 | -6%
Cc1cccc(C)c1NC(=O)CS(=O)CC(=O)N1CCN(c2ccccc2)CC1 (stereo not given) | 0%
CCNC(=S)N1CCN=C1Nc1nc(C)cc(C)n1 | -3%
CC(C)c1ccc(NC(=O)C2CCCN(S(=O)(=O)c3cccc4cccnc34)C2)cc1 (stereo not given) | 2%
COc1ccccc1N1CCN(c2nc3ccccc3n3cnnc23)CC1 | -5%
COc1ccc(-c2nc3ccccc3s2)cc1NC(C)=O | 2%
O=C(c1ccc([N+](=O)[O-])c(CS(=O)(=O)c2ccc(Cl)cc2)c1)N1CCCCC1 | 2%
Cc1cc(OCC(O)CNC(C)(C)C)ccc1Cl (stereo not given) | -2%
CCCOc1ccc(CNC(=O)CCCn2nc(C)c3sc4ccccc4c3c2=O)cc1 | 6%
COc1ccc(NC(=O)COCc2cc(-c3ccco3)on2)cc1 | -5%
COC(=O)c1cnn(-c2ccc(C(=O)Nc3ccc(OC(F)(F)F)cc3)cc2)c1N | -13%
CCOC(=O)N1CCC(NC(=O)CSCc2nc(-c3sccc3C)oc2C)CC1 | -9%
Cc1cc(=O)[nH]c2nnc(SCc3ccc(Cl)c(Cl)c3)n12 | -7%
CS(=O)Cc1cc(Sc2ccccc2)nc(-c2cccnc2)n1 (stereo not given) | 0%
COc1ccc(C(=O)COC(=O)c2cc3ccccc3oc2=O)c(OC)c1 | -54%[inhibitor]
